Assay outcomes deposited in PubChem by NCI.
All columns: NCI-60 one-dose screen, growth in % after 48 h at 10 µM unless noted; 100 = growth as untreated, 0 = no growth, -100 = all killed.
HS 578T = HS 578T breast cancer | actives 4.1% (n = 78,000) | AID 1794788
K-562 = K-562 leukemia; actives 7.4% (n = 78,000)
MDA-MB-231 = MDA-MB-231 breast cancer | actives 5% (n = 81,000)
MCF7 = MCF7 breast cancer | actives 6.3% (n = 82,000)
SR = SR leukemia cells. actives 8.7% (n = 73,000)
MDA-MB-468 = MDA-MB-468 breast cancer | actives 8.5% (n = 78,000) | AID 2202374
BT-549 = BT-549 breast cancer; actives 4.4% (n = 78,000); AID 1794793
T-47D = T-47D breast cancer; AID 1794792; actives 5% (n = 79,000)
An asterisk follows results filed as active; · = no result given; & = joins results of further samples; [ ] = another dose, or the depositor's remark. How the source made its calls: active means growth percent below 10; inactive means the rest. Outcome played no part in choosing rows; about 13% have a hit in one of these screens.

smiles,HS 578T,K-562,MDA-MB-231,MCF7,SR,MDA-MB-468,BT-549,T-47D
COC(=O)c1c(O)cc(O)c(CC=C(C)C)c1O,·,97.7,92.2,90.8,74.2,94.5,97.1,92.6
CN1CCc2c(c3ccccc3n2Cc2ccccc2)C1,84.0,51.4,89.1,93.1,91.6,88.7,84.0,95.5
COc1cc(C(=O)c2cnc(-c3ccc4cc[nH]c4c3)[nH]2)cc(OC)c1OC,20.6,9.0*,-48.0*,11.3,6.3*,-23.2*,42.9,59.0
CC(=O)[C@H]1CCC2C3C=CC4=CC(=O)CC[C@@]4(C)C3CC[C@@]21C (some centres not stated),98.7,89.8,105.7,104.2,59.9,102.2,111.6,101.4
CC(CO)N1CCCCCC1 (configuration not stated),·,92.0,·,94.7,75.5,91.2,98.2,95.2
CC/C(=C(/c1ccc(Cl)cc1)c1ccc(OCCN2CCCCC2)cc1)c1ccccc1,92.0,25.4,83.7,36.9,11.7,71.8,90.9,62.5
CC1=C(Br)C(=O)C(C)=C(Br)C1=O,·,97.0,102.9,97.9,93.2,114.3,107.2,109.2
CCN(CC)c1ccc(NC(c2ccccc2)C(O)c2ccccc2)cc1 (configuration not stated),97.8,97.5,74.8,83.8,89.2,102.1,100.0,112.6
Cc1ccc(S(=O)(=O)C/C(=N\NC(=O)c2ccc(S(N)(=O)=O)cc2)c2cc3ccccc3o2)cc1,92.4,96.9,91.5,98.5,99.8,97.7,103.7,86.4
Cc1n[nH]c2ccc(Br)cc2c1=O,101.3,91.4,120.9,107.5,100.3,99.9,95.7,94.6
COc1cc(C(=O)c2cc(C(C)=O)c3ccc(C)cn23)cc(OC)c1OC,59.0,19.2,55.2,14.8,26.9,-2.9*,53.1,37.9
CC1CC2(C)N(CCc3cncn32)C1=O (configuration not stated),100.9,87.3,107.2,99.7,97.8,102.9,105.7,98.5
C#CCOc1cccc(-c2ncnc3cc(NC(=O)CCl)ccc23)c1,17.0,2.0*,-36.4*,3.6*,-11.5*,-57.3*,-27.8*,-33.8*
O=c1[nH]c(CCl)nc2c(-c3nc4ccccc4s3)c(Nc3ccccc3)sc12,97.7,103.7,76.1,60.7,94.4,89.3,109.9,77.8
NC(=O)SCC(=O)Nc1cccc(NC(=O)CSC(N)=O)c1,90.6,76.8,90.9,91.9,89.3,96.8,114.1,90.3
Oc1c(Cl)cc(Cl)cc1CNc1nccnn1,113.7,125.2,104.3,99.2,93.5,109.3,105.3,104.6
Cc1cc2nnc3c4cccnc4c(C#N)n3c2cc1C,99.4,114.2,111.7,96.7,101.7,102.9,·,101.1
NC(=O)c1ccc(Oc2ccc(C(N)=O)cc2)cc1,104.4,102.3,106.5,104.7,88.1,·,·,115.0
C=CC(=O)N(C)[C@H]1C[C@H]2OC(C)(C1OC)n1c3ccccc3c3c4c(c5c6ccccc6n2c5c31)C(=O)NC4 (some centres not stated),-14.9*,4.3*,7.4*,12.5,-25.3*,-52.4*,-70.4*,16.5
O=C(CI)Nc1ccc2[nH]c(=O)cc(C(=O)O)c2c1,104.4,61.4,103.4,109.4,78.5,90.8,88.2,92.0
Cc1cc(C(=O)O)c(C)c([N+](=O)[O-])c1,106.4,110.3,102.8,101.5,70.5,104.1,115.5,105.2
O=C(O)c1ncc(-c2cc(C(F)(F)F)cc(C(F)(F)F)c2)c(NC2CCCCCC2)n1,101.7,87.7,115.2,89.8,105.5,95.8,92.8,96.9
CN(C)NC(=O)Nc1ccccc1,94.4,98.8,·,94.3,92.7,106.6,103.4,100.9
CCC1(CC)C(C#N)C(=O)NC(=O)C1C#N (configuration not stated),102.2,94.2,95.1,100.9,91.3,114.9,103.6,103.5
Cc1ccc(S(=O)(=O)N2CCCC3OCCCC3=C2C2=CCCCC2)cc1 (configuration not stated),96.8,94.2,78.5,94.1,97.1,80.2,·,89.9
CCC(C(CC(=O)c1ccccc1)c1ccccc1)[N+](=O)[O-] (configuration not stated),92.3,124.1,82.3,100.8,98.3,80.8,88.8,96.8
Nc1cc(S(=O)(=O)c2ccc(O)c(N)c2)ccc1O,108.6,97.4,99.3,85.9,91.3,112.0,106.9,112.3
CC(C)(C)c1ccncc1,101.5,104.9,86.8,103.9,100.9,106.5,105.7,103.6
COc1cc(C2CC(c3ccc(Cl)cc3)=Nc3c(N)nc(N)nc3N2)ccc1Oc1nc(NCCO)nc(N2CCOCC2)n1 (configuration not stated),44.9,52.9,74.6,52.0,17.6,32.2,45.4,68.3
Cc1cc(C)c(N=Nc2no[n+]([O-])c2C#N)c(C)c1,95.5,62.4,91.1,65.6,22.4,81.1,107.0,81.3
O=C(O)CN(Cc1ccccn1)Cc1cc(I)cc(I)c1O,67.6,45.8,57.3,36.7,36.0,48.1,68.2,33.8
COc1ccc(C(=O)O)c(O)c1OC,98.8,112.4,116.5,94.4,112.0,100.4,89.1,110.5
Cc1cccc(N=Cc2ccccc2O)c1C,101.2,98.3,102.1,98.8,110.7,103.3,90.0,105.8
COC(=O)C(Cc1c[nH]c2ccccc12)N1CC(=O)N2[C@@H](c3ccccc3)SC[C@H]2C1=O (some centres not stated),105.4,100.2,107.2,100.1,90.5,112.3,110.8,120.8
C=CCOc1ccc2c(c1)CC[C@@H]1[C@@H]2CC[C@]2(C)[C@@H](O)C(=O)C[C@@H]12,101.1,73.8,115.5,111.1,77.0,89.6,90.6,98.6
N#Cc1c(-c2ccc(Cl)cc2)nc(SCc2ccccc2)nc1N1CCNCC1,91.1,0.4*,44.2,8.7*,-24.8*,10.3,90.5,65.6
Cc1nnc(N)s1,101.0&108.2,100.1&103.2,95.0&113.6,98.9&88.4,113.8&97.8,110.0,93.9&109.5,100.4&91.2
CCN1C(=O)/C(=C/C(=O)OC)S/C1=N\NC(=O)c1cc2ccc1/C=C\c1ccc(cc1)/C=C\2,99.0,54.2,96.1,43.7,-13.4*,87.3,92.3,94.2
CCOC(=O)Oc1ccc(Cl)cc1Cl,110.3,95.5,103.8,97.4,96.4,104.6,102.7,89.3
CC(=O)Nc1nc(OC(C)=O)c(Cc2cc(Cl)ccc2Cl)s1,93.8,102.5,88.5,90.0,97.7,101.1,98.7,93.4
COc1ccc(CC(=O)O)cc1,127.1,136.5,100.8,104.1,137.7,101.5,103.2,103.7
C=CC[P+](CC=C)(CC=C)c1ccccc1,123.8,92.5,112.1,93.5,90.5,108.2,104.2,102.6
Cc1ccc(S(=O)(=O)c2nc(S(=O)(=O)c3ccc(C)cc3)c(NCc3ccccc3)s2)cc1,89.7,94.5,101.3,95.1,98.6,100.4,94.8,86.6
COc1ccc(C/C(C)=C(\c2ccc(OCCN3CCOCC3)cc2)c2ccc(OC(=O)C3CCCCC3)cc2)cc1,90.2,91.6,100.9,70.4,83.2,95.8,82.4,93.2
COc1ccc(C(=O)/C=C/c2ccc3c(c2)Cc2ccccc2-3)cc1S(N)(=O)=O,109.3,110.5,109.7,92.9,103.9,111.1,97.7,100.7
O=C(O)c1cc(Cl)cc([N+](=O)[O-])c1O,94.8,105.1,103.4,106.9,103.3,103.1,109.9,104.9
COc1cc(/C=C(\NC(=O)c2ccc([N+](=O)[O-])cc2)C(=O)N2CCCC2)c(OC)cc1C=O,104.6,92.5,102.3,99.0,108.6,109.5,104.6,100.7
COc1cc(CNCCN2C(=O)c3ccc4c5c(ccc(c35)C2=O)C(=O)N(CCNCc2cc(OC)c(OC)c(OC)c2)C4=O)cc(OC)c1OC,-60.7*,-4.9*,-83.9*,-59.4*,0.9*,-91.6*,-93.8*,-56.2*
CCSc1nnc(-c2c(C)nc3ccc(Cl)cn23)o1,95.7,97.4,70.2,44.9,·,52.2,94.1,76.6
COc1cc(C2C(Cl)C(=O)N2n2cnnc2)ccc1O (configuration not stated),94.2,99.1,95.6,90.0,·,107.7,87.2,·
COc1ccc2oc(=O)cc(-c3cc(-c4ccccc4)nc(N)c3C#N)c2c1,110.6,101.1,75.5,54.4,88.0,85.8,101.7,90.8
Cc1ccc2c(c1)/C(=N/c1nc(-c3ccc(F)cc3)cs1)C(=O)N2,97.2,82.5,88.4,91.2,95.9,97.7,82.7,93.8
O=c1cc(-c2ccc(O)cc2)oc2cc(O)cc(O)c12,90.6,90.7,99.9,109.7,63.3,96.5,91.6,125.8
Nc1nc(NC(=O)Nc2ccc(C(=O)O)cc2)nn1-c1ccc(S(N)(=O)=O)cc1,88.1,101.6,75.3,98.7,99.5,91.6,91.3,102.4
COc1cc(C(=O)/C=C/c2sc(N(C)Cc3ccccc3)nc2Cl)cc(OC)c1OC,87.2,79.6,89.2,96.5,83.4,86.0,95.5,85.9
COc1cc(C2C=C(c3ccc(C)cc3)Nc3nc(SC)[nH]c(=O)c32)ccc1Oc1ccnc2cc(Cl)ccc12 (configuration not stated),90.8,75.6,73.6,56.9,75.8,75.3,87.9,82.3
C/C=C1/CN(CCCCC)CC[C@H]1C(=O)c1cc2ccccc2[nH]1,97.3,69.6,88.5,89.3,98.4,90.7,97.4,82.6
COc1ccc(Cn2cc3c(c2-c2ccccc2)CCCc2cnoc2-3)cc1OC,85.2,76.3,87.5,88.5,77.0,69.2,113.4,76.5
CCCCCCCCCOC(=O)NC1c2ccccc2Oc2ccccc21,93.6,66.6,89.5,95.2,72.5,104.4,96.1,67.4
CCOC(=O)C(=O)c1ccccc1,113.4,94.4,124.3,100.0,94.2,108.9,·,99.6

(cont.)
smiles,HS 578T,K-562,MDA-MB-231,MCF7,SR,MDA-MB-468,BT-549,T-47D
COc1ccc(/C(C#N)=C/c2cc(OC)c(OC)c(OC)c2)cc1,91.4,19.0,58.1,18.6,11.8,27.6,40.7,44.1
C[N+](C)(C)CC(=O)N/N=C\c1cccs1,·,105.7,·,102.7,93.6,100.7,91.8,104.9
Nc1n[nH]c(CCCO)c1-c1nc2ccccc2s1,110.3,104.1,106.6,99.4,102.5,106.0,107.2,108.4
Fc1ccc(-c2nn(-c3ccccc3)cc2-c2nc3ccccc3o2)cc1,82.0,37.5,59.1,50.9,43.6,-21.2*,66.4,44.6
CCOC(=O)C1=C(N)Oc2c(sc3c(C)cccc23)C1c1ccc(F)cc1 (configuration not stated),13.6,4.5*,27.8,7.4*,5.8*,6.6*,18.1,28.0
COc1cccc2c1CCCC2(C)C,119.1,103.0,109.7,97.7,94.0,114.1,123.3,94.3
Nc1nc(SCc2ccccn2)c2[nH]cnc2n1,114.4,107.2,107.5,93.9,96.4,·,104.4,96.1
Cc1ccccc1-c1noc(-c2n[nH]n3c2nc(=O)c2c(C)c(C)sc23)n1,98.4,98.2,99.0,91.7,87.8,95.8,105.1,101.2
COc1ccc(CN2[C@H](C(=O)NCc3ccc(C(=O)NO)cc3)Cc3c([nH]c4ccccc34)[C@H]2C2CC2)cc1,32.6,26.2,54.5,36.8,25.5,3.8*,58.6,40.4
CC(C)(C)c1ccc(N)cc1[N+](=O)[O-],95.6,97.7,109.6,95.9,98.9,121.8,94.2,89.8
COc1ccc(-c2oc(=O)ccc2C#Cc2cc(OC)c(OC)c(OC)c2)cc1F,105.3,82.7,82.2,82.2,67.1,·,109.2,108.5
COc1ccc(C(=O)Cn2cnc3c(Nc4cc(C(=O)Nc5ccc(N6CCN(c7ccccc7)CC6)cc5)ccc4C)ncnc32)cc1,104.7,·,101.4,88.4,85.3,88.1,103.3,84.2
COc1cc(C(=O)C(O)c2ccc(O)c(OC)c2)ccc1O (configuration not stated),111.3,96.1,112.3,96.6,101.7,113.0,107.3,100.0
N[C@@H](CCC(=O)N[C@@H](CS)C(=O)NCC(=O)O)C(=O)O,101.5,·,88.6,100.9,134.5,109.4,109.8,90.4
N#CCC(=O)NC(=S)Nc1ccc(S(=O)(=O)Nc2ccc(Cl)nn2)cc1,101.1,107.4,97.9,101.2,119.4,98.3,84.7,89.9
CN1CCC(=O)/C(=C/c2c(-c3ccc(Cl)cc3)nn(-c3ccccc3)c2C(F)(F)F)C1,103.1,·,113.5,96.8,·,·,121.8,94.1
CCCN(CCC)c1ccc(N=Nc2cc(Cl)ccc2Cl)cc1,119.8,103.6,100.3,56.8,74.1,41.3,124.3,·
C=C(C)[C@@H]1CC[C@]2(C(=O)NCCNCCNCCN)CC[C@]3(C)[C@H](CC[C@@H]4[C@@]5(C)CCC(=O)C(C)(C)[C@@H]5CC[C@]43C)[C@@H]12,47.8[100 µM],-17.0*[100 µM],-92.4*[100 µM],-58.0*[100 µM],5.0*[100 µM],-49.1*[100 µM],58.3[100 µM],-4.4*[100 µM]
